Screening results deposited in PubChem BioAssay by several laboratories.
T cell HTS – T cell immune modulation candidate; 330,000 compounds, 0.068% hits; 2C CD8+ T cell-vesicle binding, flow cytometry; hits give low values; calls only at 7 µM;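 active means response, share of CD8 T cells binding vesicles, and their 90th percentile fluorescence all below set limits, cut at about 80% in these data, passing the limit was not always enough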
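Benchmarks: naked versus QL9-loaded vesicles / Assay system: purified 2C TCR transgenic mouse naive CD8+ T cells / Technique: high-throughput flow cytometry with anti-B7-1 and anti-CD8 staining / Timing: Cell–vesicle co-incubation 1.5 h at 37 °C, staining 20 min on ice / Read-out: percent CD8+ FL2 mean versus row control / Probe or stimulus: QL9-loaded Drosophila micro-vesicles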
Yfh1-off respiration – enhancers of respiration in Yfh1-depleted yeast, dose response, Friedreich's ataxia, plus single-dose screen (AID 1465) | S. cerevisiae Yfh1-off respiration, WST-1 reduction, 72 h; higher fold induction means a stronger effect | one-dose fold induction at 50 µM; EC50 in µM for titrated hits | 220,000 compounds, 0.074% hits;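 active means fold induction of absorbance versus untreated yeast above a set limit, then at least 30% activation at any dose in follow-up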;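 further: activators that raise dye reduction in frataxin-depleted yeast; strong numbers were not always called active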
bCat nuc transl – modulators of beta-catenin nuclear translocation | AID 1665 | HeLa beta-catenin nuclear translocation, immunofluorescence imaging | nuclear translocation activity, % at 5 µM | 190,000 compounds, 0.3% hits;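 active means nuclear translocation activity above 50% at 5 µM, with a well cell count of 50 or more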;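 further: per-cell ratio of nuclear to cytoplasmic median beta-catenin stain intensity; plate controls were DMSO negative control for no effect and GSK-3 inhibitor IX positive control for full effect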
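Test system: human HeLa cell line; Doses: 5 µM primary, 0.02–20 µM confirmation; Incubation: 24 h compound exposure, 37°C; Detection: beta-catenin immunofluorescence imaging with DAPI; Read-out: beta-catenin nuclear/cytoplasmic ratio, % activation.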
Autophagy HCS – alters autophagy in cells | AID 463193 | MEF GFP-LC3 puncta imaging; test concentration mostly 10 µM | calls only at 10 µM (by protocol) | 190,000 compounds, 0.98% hits;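 active means percentage of spot-positive cells more than 3 SD above its plate mean, without a fluorescence outlier flag or 80% toxicity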;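 further: spot-positive cell cutoff set from DMSO-treated cells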
Dynein cargo inh – blocks dynein driven cargo transport along microtubules. 3617.4 mouse cells, GR-EGFP nuclear translocation imaging; test concentration mostly 20 µM; stimulated with dexamethasone, 1 µM; hits give low values. z-score, hits read low. 220,000 compounds, 0.47% hits. AID 1381;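 active means plate z-score of nuclear minus cytoplasmic receptor signal below a set negative limit, without overly bright fluorescence or cell loss, cut at about -3.5 in these data, passing the limit was not always enough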;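 further: z-score of nuclear minus cytoplasmic ring GR-EGFP intensity difference per well; some compounds called inactive have numbers as strong as hits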
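medium = tetracycline-free induction medium containing charcoal-stripped FBS | also added = 1.0 µM final dexamethasone stimulus | schedule = 48 h induction, 1 h compound, 30 min dex at 37 °C | technique = fixed, Hoechst-stained cells imaged at 10x for EGFP | measure = GR-EGFP nuclear translocation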
MT stabilizer – microtubule stabilizers in HeLa cells. % tubulin-high responders, % at 10 µM. HeLa tubulin immunostaining HCS, 24 h; share of cells brighter than vehicle mean+2SD. 200,000 compounds, 0.83% hits;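 active means plate Z-score above 3 for both tubulin-high and condensed-nucleus cell shares, with cell loss under 80%, at 10 µM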;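 further: anti alpha tubulin signal scored within the nucleus-defined area of each cell; some results filed as inactive read as strong as hits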
P. falciparum M17LAP – P. falciparum M17LAP inhibitors, primary screen, biochemical, fluorogenic H-Leu-NHMec substrate, 1536-well (AID 1619) | inhibition, % at 30 µM; hits with a dose series show IC50 in µM | 220,000 compounds, 0.38% hits | recombinant M17LAP, H-Leu-NHMec fluorogenic kinetic assay; higher % means a stronger effect;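 active means compound inhibiting the enzyme by more than half at any dose during confirmatory dose-response retesting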;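 further: plate controls were full reaction with DMSO carrier for no effect and no enzyme background for full effect; strong numbers were not always called active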
WT yeast gro inh – growth inhibition of WT yeast, mitochondrial fusion screen | 190,000 compounds, 2.1% hits | inhibition, % at 10 µM | mitochondrial fusion phenotypic screen, WT strain | AID 1362; in the data active means inhibition above about 58%; tested in S. cerevisiae
P. falciparum M1AAP – malaria alanyl aminopeptidase activity blockers – biochemical, fluorogenic H-Leu-NHMec substrate, 1536-well (AID 1445); recombinant M1AAP, H-Leu-NHMec fluorogenic kinetic assay; higher % means a stronger effect; one-dose inhibition, % at 30 µM; IC50 in µM for titrated hits; 220,000 compounds, 0.42% hits;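 active means primary inhibition above the hit cutoff, then over 50% inhibition at one or more dose response concentrations, cut at about 23% in these data, passing the limit was not always enough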;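 further: plate controls were DMSO full reaction for no effect and no enzyme background for full effect; strong numbers were not always called active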
WT yeast gro inh mutant strain – second read-out of WT yeast gro inh, no call of its own (marks repeat the call); inhibition, %; mitochondrial fusion phenotypic screen, mutant strain inhibition
Dynein cargo inh cytoplasmic EGFP – further read-out of Dynein cargo inh, marked with its call; z-score; measured here: cytoplasmic GR-EGFP intensity; hits give high values
Dynein cargo inh nuclear GR-EGFP – also measured in Dynein cargo inh; calls as there; z-score; measured here: nuclear GR-EGFP intensity;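 lower value marks the stronger effect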
Dynein cargo inh cell count – recorded beside Dynein cargo inh, whose call it bears; z-score; measured here: cell count per field
bCat nuc transl cell count 5 µM – second read-out of bCat nuc transl, no call of its own (marks repeat the call); cell count; measured here: cell count, cytotoxicity flag
T cell HTS vesicle-bound % – second read-out of T cell HTS, no call of its own (marks repeat the call); double positive events, %; measured here: CD8+ vesicle-bound cell fraction;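 binding gate set so that unloaded-vesicle control wells show 10% double positive cells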
MT stabilizer Hoechst-high % – recorded beside MT stabilizer, whose call it bears; % Hoechst-high responders; measured here: nuclear condensation Hoechst responders;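 share of cells brighter than vehicle mean plus two SD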
MT stabilizer cytotoxicity % – further read-out of MT stabilizer, marked with its call; toxicity, %; measured here: cytotoxicity by cell density;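 0% = mean cell density of plate MIN control wells and 100% = no cells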
Autophagy HCS cell loss 18 h – also measured in Autophagy HCS; calls as there; toxicity, %; measured here: cell loss, nuclei count;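 cell loss after 18 h compound exposure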
The depositor's hits bear a star; i = inactive; . = not tested or not shown; & = joins results of further samples.

SMILES	T cell HTS	T cell HTS vesicle-bound %	Yfh1-off respiration	bCat nuc transl	bCat nuc transl cell count 5 µM	Autophagy HCS	Autophagy HCS cell loss 18 h	Dynein cargo inh	Dynein cargo inh cytoplasmic EGFP	Dynein cargo inh nuclear GR-EGFP	Dynein cargo inh cell count	MT stabilizer	MT stabilizer Hoechst-high %	MT stabilizer cytotoxicity %	P. falciparum M17LAP	WT yeast gro inh	WT yeast gro inh mutant strain	P. falciparum M1AAP
COc1cccc(N=Nc2c(=O)[nH]n3c(C)cc(C)nc23)c1	i	37.2	i	-1.4	496	i	-9.4	0.755	-0.279	0.455	-0.689	4.6	4.4	7.6	10.4%	-0.6	-15.9	4.4%
CCOc1ccc(NC(=O)CN(C)Cc2cc(=O)n3c(-c4ccccc4)csc3n2)cc1OCC	i	8.3	i	-0.4	1147	i	8.0	-0.156	-0.248	-0.0916	0.683	11.1	1.8	13.6	3.7%	-10.8	-4.9	3.0%
O=P(/C(=N/O)Sc1ccccc1)(N1CCOCC1)N1CCOCC1	i	40.9	i	-6.0	848	i	39.3	-0.803	-0.191	-0.156	0.1	3.0	2.7	6.2	4.0%	-13.8	-13.6	9.1%
CC1(C)Cc2nc3sc4c(=O)[nH]cnc4c3cc2CS1	i	35.3	i	-1.0	990	i	-4.1	-0.308	-0.19	-0.122	-0.177	1.1	1.5	5.5	-45.0%	-10.2	-5.5	0.8%
COc1ccc(-n2c(CCC(=O)O)ccc2-c2ccccc2)cc1	i	34.4	i	1.0	1013	i	-6.2	1.46	-0.114	0.638	-1.07	1.9	1.6	0.1	34.4%	6.6	-12.5	2.7%
Cc1ccc(-c2nnc(N(C)C(=O)c3cccnc3)s2)cn1	i	32.7	i	-6.9	937	i	6.9	-0.0112	-0.141	-0.185	0.43	1.4	1.5	5.9	4.8%	-1.4	-3.6	8.9%
Cc1ccc(-c2nc(NCCN3CCOCC3)c3ccccc3n2)cc1	i	59.5	i	0.6	1160	i	-13.1	-0.906	-0.213	-0.325	0.781	1.8	1.1	7.5	15.6%	4.2	15.5	6.6%
Cc1ccc(Oc2nc(CN3CCOCC3)nc3sc4c(c23)CCC(C)C4)cc1 (stereo unspecified)	i	8.9	i	0.3	1133	i	-5.3	-1.95	0.708	-1.18	0.98	2.9	3.7	8.0	0.0%	63.1*	43.2*	10.2%
O=C(Cc1ccc(S(=O)(=O)N2CCOCC2)s1)Nc1nc2c(s1)CCCC2	i	6.8	i	-0.2	1392	i	-2.6	-0.271	0.029	0.0601	0.242	3.5	2.5	7.5	-10.6%	12.3	0.4	2.7%
CC(C)OC(=O)CN1CCN(C2c3ccccc3-c3ccccc32)CC1	i	46.1	i	-2.9	1358	i	11.6	-0.795	-0.199	-0.124	0.76	3.5	2.5	12.5	0.7%	14.9	26.6	0.8%
COc1ccc(Cl)cc1C(=O)CSc1nnnn1C1CCCCC1	i	34.5	i	0.2	1003	i	-2.1	-0.68	-0.212	-0.584	0.324	2.9	1.6	0.6	-0.8%	72.3*	43.3*	3.8%
CCCN1C(=O)c2cc(C(=O)Nc3ccccc3CC)ccc2C1O (stereo unspecified)	i	54.2	i	.	.	i	17.9	-1.07	-0.273	-0.631	0.882	3.5	2.5	7.1	-2.4%	-0.5	1.2	-2.1%
COCCCN=C1NN=C(c2cc(C)n(Cc3ccco3)c2C)CS1	i	34.7	i	.	.	i	44.1	1.3	0.022	1.34	-2.08	14.4*	40.3*	40.9*	1.2%	-6.5	-4.5	10.5%
CCOC(=O)c1cc2cc([N+](=O)[O-])ccc2oc1=O	i	41.0	i	-0.4	1338	.	.	-0.0458	-0.245	-0.148	0.389	.	.	.	5.3%	.	.	1.9%
Cc1cc(C)cc(NCCC#N)c1	i	44.8	i	0.8&1.4	1237&1124	i	-8.2	-0.000444&-1.28	-0.283&-0.275	-0.412&-0.853	0.721&0.698	5.0	4.0	11.0	-3.4%&-3.0%	-2.4	2.9	-3.8%&10.4%
O=C(c1ccccc1Cl)N1CCCC(c2nc3c(nnn3Cc3ccccc3)c(=O)[nH]2)C1 (stereo unspecified)	i	50.8	i	1.3	1201	i	11.0	0.346	-0.217	0.578	-1.12	5.9	2.5	6.0	38.3%	12.9	23.6	8.6%
c1ccc(N=P(c2nc3ccccc3o2)(N2CCOCC2)N2CCOCC2)cc1	i	10.9	i	-0.9	1001	i	0.8	0.175	-0.252	0.41	0.0663	2.3	1.5	7.2	9.4%	18.4	18.1	-3.1%
Cc1cc(C)cc(Oc2ccccc2C=O)c1	i	28.1	i	0.2	997	i	-2.5	-0.391	-0.202	-0.625	0.698	3.1	2.3	0.4	13.8%	-8.8	-4.8	10.3%
COc1ccc(NC(=O)CS(=O)CC(=O)NC2CCCc3ccccc32)cc1 (stereo unspecified)	i	12.1	i	0.4	1437	i	3.0	0.623	-0.11	0.663	0.132	3.8	2.0	10.2	6.5%	-3.1	-9.6	4.3%
CCCCNC(=O)Nc1cc(C)on1	i	14.2	i	.	.	i	-5.7	-1.14	0.168	-0.684	0.857	1.6	1.7	12.8	5.1%	7.5	5.0	4.5%
C/C=C/Cn1c(N2CCCCCC2)nc2c1c(=O)[nH]c(=O)n2C	i	41.8	.	-0.5	1139	i	-10.7	1.12	-0.113	1.09	-1.35	4.0	2.7	7.3	-2.6%	3.6	1.9	2.8%
O=C(CSCc1c(F)cccc1Cl)NCC1CCCO1 (stereo unspecified)	i	39.5	i	.	.	i	9.1	-1.22	-0.21	-1.08	0.877	3.4	1.6	6.2	6.3%	3.7	8.1	6.8%
O=S(=O)(Nc1ccncc1)c1ccccc1	i	28.6	i	-0.8	1154	i	6.1	2.14	-0.164	1.17	-1.07	3.7	2.0	5.3	7.7%	6.3	7.0	7.5%
Cc1ccc(C(=O)Oc2cccc(-n3cnnn3)c2)cc1	i	50.4	i	-0.8	1582	i	4.1	1.17	0.0179	1.1	-1.56	2.0	0.8	2.7	21.1%	18.9	8.8	3.3%
Cn1ccnc1SCC(=O)N(C1CCCCC1)C1CCCCC1	i	24.5	i	-5.8	1160	i	1.8	0.42	0.0775	0.301	-0.828	5.9	3.0	5.4	-9.0%	21.1	5.3	-2.4%

Just T cell HTS vesicle-bound %, Dynein cargo inh cell count and Autophagy HCS cell loss 18 h, for 2 of the compounds above:
Molecule | T cell HTS vesicle-bound % | Dynein cargo inh cell count | Autophagy HCS cell loss 18 h
O=S(=O)(Nc1ccncc1)c1ccccc1 | 28.6 | -1.07 | 6.1
Cc1ccc(C(=O)Oc2cccc(-n3cnnn3)c2)cc1 | 50.4 | -1.56 | 4.1

Next part.
SMILES	T cell HTS	T cell HTS vesicle-bound %	Yfh1-off respiration	bCat nuc transl	bCat nuc transl cell count 5 µM	Autophagy HCS	Autophagy HCS cell loss 18 h	Dynein cargo inh	Dynein cargo inh cytoplasmic EGFP	Dynein cargo inh nuclear GR-EGFP	Dynein cargo inh cell count	MT stabilizer	MT stabilizer Hoechst-high %	MT stabilizer cytotoxicity %	P. falciparum M17LAP	WT yeast gro inh	WT yeast gro inh mutant strain	P. falciparum M1AAP
CC(C)c1ccccc1NC(=O)C1CN(S(=O)(=O)c2ccccc2)CCN1S(=O)(=O)c1ccccc1 (stereo unspecified)	i	58.1	i	0.5	1046	i	-8.2	-0.674	-0.187	-0.587	0.939	3.9	2.5	11.5	3.3%	-13.2	-11.8	2.1%
Cc1ccc(C2/C(=C(/O)c3cnn(-c4ccccc4)c3C)C(=O)C(=O)N2CCCN2CCOCC2)o1 (stereo unspecified)	i	20.4	i	0.1	1384	.	.	-0.0742	-0.255	0.383	-0.257	.	.	.	2.8%	.	.	1.8%
Cc1nc(SCc2ccc(O)c([N+](=O)[O-])c2)n[nH]1	i	33.0	i	-4.2	1122	i	0.2	0.455	0.0699	0.573	0.251	3.7	2.3	8.7	-2.7%	0.6	9.4	3.0%
COC(=O)C(C)(C)ONC(=O)Nc1ccccc1[N+](=O)[O-]	i	57.9	i	-1.4	1088	i	0.6	0.514	-0.36	0.529	0.149	2.0	3.4	9.1	-3.8%	4.6	-1.3	-1.3%
Cc1ccc(CNC(=O)CN(Cc2cccs2)C(=O)C2(C)CC(=O)N=C3C=CC=CN32)cc1 (stereo unspecified)	i	47.0	i	3.3	1096	i	-6.2	-0.385	-0.313	-0.308	0.502	3.0	3.4	7.0	-59.2%	-1.2	-4.6	6.3%
Cc1ccc(Cn2c(=N)n(CC(=O)c3ccc([N+](=O)[O-])cc3)c3ccccc32)cc1	i	50.8	i	2.7	1070	i	25.3	0.407	-0.0139	0.421	-0.595	38.0	52.1	92.6	2.4%	3.6	-7.6	-0.1%
COc1ccc2c(c1)O[C@H](c1ccc3c(c1)OCO3)[C@@H](OC(=O)Nc1cc(OC)c(OC)c(OC)c1)C2=O	i	30.4	.	.	.	i	31.5	0.516	-0.246	0.563	0.375	9.9	47.6	35.3	0.8%	3.5	-16.4	3.8%
O=[N+]([O-])c1ccc(-c2nc(NCC3CCCO3)c3ccccc3n2)cc1 (stereo unspecified)	i	27.8	i	0.4	1332	.	.	0.505	-0.157	0.424	0.0123	.	.	.	12.6%	.	.	0.4%
